Screening results (PubChem)
Anthrax LF prot: blocks Bacillus anthracis lethal factor protease; P15917; multiplex microsphere protease cleavage assay, LF; inhibition, % at 10 µM; actives 0.12% (n = 360,000); further: plate controls were buffer without enzyme for full effect and enzyme alone for no effect
PfHsp40 rescue: restores yeast growth despite PfHsp40 toxicity. S. cerevisiae expressing PfHsp40, growth rescue, ATP luminescence. growth rescue, % at 12.5 µM. actives 0.68% (n = 340,000). AID 504582; in the data active means growth rescue above about 28%, passing the limit was not always enough; inconclusive means no clear call, values can overlap the other calls;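 further: yeast W303a lacking pdr1 and pdr3 grown in galactose medium; growth measured after three days at 30 °C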
BoNT F protease: blocks Botulinum neurotoxin F light chain protease; Multiplex microsphere protease cleavage assay, flow cytometry; inhibition, % at 10 µM; actives 0.22% (n = 360,000); in the data active means inhibition above about 35%, passing the limit was not always enough; inconclusive means no clear call, values can overlap the other calls; further: plate controls were buffer without enzyme for full effect and enzyme alone for no effect
FadD28 binding: inhibitors of Mycobacterium tuberculosis FadD28 bisubstrate binding; inhibition, % at 12.5 µM; actives 0.22% (n = 360,000); FadD28 bisubstrate probe binding, fluorescence polarization; AID 588549; in the data active means inhibition above about 8.5%, passing the limit was not always enough; inconclusive means no clear call, values can overlap the other calls
Yp Topo-I inh: inhibitors of Yersinia pestis topoisomerase I. activity, % at 10 µM. AID 504884. Y. pestis Topo-I cleavage product accumulation, plate reader. actives 0.064% (n = 360,000); in the data active means activity above about 50%, passing the limit was not always enough; inconclusive means no clear call, values can overlap the other calls; further: inactives centre near 2
CCHFV vOTU inh: blocks the CCHF virus ovarian tumor domain protease; inhibition, % at 11.5 µM; AID 651958; actives 0.55% (n = 370,000); CCHFV vOTU protease, Pep-AMC fluorescence; in the data active means inhibition above about 30%; further: 0% = vehicle wells with enzyme and 100% = no enzyme wells
PrPC TRFRET: inhibitors of human cell surface prion protein PrPC; TR-FRET read-out; inhibition, % at 13.8 µM; actives 0.43% (n = 370,000); AID 720596; in the data active means inhibition above about 24%; further: 0% = median of the test wells and 100% = reference compound wells
TcdB inh: TcdB glycohydrolase inhibition; P18177; TcdB glycohydrolase enzymatic assay, plate reader; inhibition, % at 9.99 µM; actives 0.24% (n = 350,000); in the data active means inhibition above about 10%
BoNT A protease: BoNT A light chain protease inhibition; multiplex microsphere protease substrate cleavage, flow cytometry; AID 588499; inhibition, % at 10 µM; actives 0.17% (n = 360,000); further: plate controls were buffer without enzyme for full effect and enzyme alone for no effect
* hit, by the source's call; & = joins results of further samples. Unless noted, no stated cut-off is given here; in the data, active means inhibition above about 30%; inconclusive means no clear call, values can overlap the other calls; inactive means below that.

CCC1(c2ccccc2)NC(=O)N(CC(=O)NNC(=O)c2ccc(F)cc2)C1=O (stereo not given) was read as PfHsp40 rescue -1.1, FadD28 binding -2.9, Yp Topo-I inh -1.8, CCHFV vOTU inh -10.0, PrPC TRFRET 7.8 and TcdB inh 1.0.
Screening CCCCOCP(=O)(CC)COCCCC returned Anthrax LF prot -3.0, PfHsp40 rescue 0.9, BoNT F protease -1.6, FadD28 binding -1.1, Yp Topo-I inh -1.3, CCHFV vOTU inh -3.8, PrPC TRFRET -5.4 and BoNT A protease -0.6.
Screening CC(C)N1C(=O)C(=O)N(CC(=O)N2c3ccccc3CC2C)C1=O (stereo not given) returned Anthrax LF prot -5.8, BoNT F protease 4.8, FadD28 binding -4.5, Yp Topo-I inh -2.8, CCHFV vOTU inh 3.0, PrPC TRFRET -2.9, TcdB inh 0.8 and BoNT A protease 0.2.
Screening CC(CC(=O)Nc1ccc2c(c1)OCCO2)c1ccccc1 (stereo not given) returned Anthrax LF prot -2.9, PfHsp40 rescue 1.5, BoNT F protease 3.0, FadD28 binding -0.5, Yp Topo-I inh 4.1, CCHFV vOTU inh -0.6, PrPC TRFRET -5.6 and BoNT A protease -1.6.
CN1C(CCl)Nc2cc(Cl)c(S(N)(=O)=O)cc2S1(=O)=O (stereo not given) was read as Anthrax LF prot -3.2, PfHsp40 rescue -0.9, BoNT F protease -5.6, FadD28 binding -0.3, Yp Topo-I inh 1.6, CCHFV vOTU inh -8.2, PrPC TRFRET 3.2, TcdB inh 0.6 and BoNT A protease 0.2.
`COc1ccc(CCNS(=O)(=O)c2ccc3c(c2)n(C)c(=O)c(=O)n3C)cc1OC` gave Anthrax LF prot -3.0, PfHsp40 rescue 0.9, BoNT F protease -5.4, FadD28 binding -1.3, Yp Topo-I inh 0.9, CCHFV vOTU inh 1.1, PrPC TRFRET 8.6, TcdB inh 0.5 and BoNT A protease -0.6.
Screening N#CCn1cc(/C=N/NC(=O)c2cc3c(ccc4ccccc43)o2)c2ccccc21 returned Anthrax LF prot -4.9, PfHsp40 rescue 1.6, BoNT F protease -3.2, FadD28 binding -10.8, Yp Topo-I inh -8.9, CCHFV vOTU inh -32.6, PrPC TRFRET 12.1, TcdB inh 0.3 and BoNT A protease 0.0.
For O=C1NC[C@H](CCCCN2C[C@H](Cc3ccc(O)cc3)N(CC3CCCCC3)C(=O)C2=O)N(CC2CCCCC2)C1=O the results were Anthrax LF prot -4.7, BoNT F protease 6.2, CCHFV vOTU inh 5.6, PrPC TRFRET 25.4*, TcdB inh 0.0 and BoNT A protease 0.4.
`O=C1C2C3CC(C2C(=O)N1c1cccc(Cl)c1)[C@H](O)C3O` (stereo not given in full) gave Anthrax LF prot -9.1, PfHsp40 rescue -0.2, BoNT F protease -3.5, FadD28 binding -1.0, Yp Topo-I inh -8.4, CCHFV vOTU inh 4.4, PrPC TRFRET 2.7, TcdB inh 1.4 and BoNT A protease -3.9.
C[C@H]1CN([C@@H](C)CO)C(=O)CCCn2nncc2CO[C@@H]1CN(C)C(=O)c1ccncc1 was read as Anthrax LF prot 1.6, BoNT F protease 3.4, FadD28 binding -1.0, Yp Topo-I inh -12.4, CCHFV vOTU inh 9.2, PrPC TRFRET 6.5, TcdB inh -5.5&-2.9 and BoNT A protease -0.1.
`CCCCCCCCN1C(=O)[C@H](CC(=O)NCC23CC4CC(CC(C4)C2)C3)C[C@@]2(C(=O)OC)CCCCC=C12` gave Anthrax LF prot -5.3, BoNT F protease -4.9, CCHFV vOTU inh 8.6, PrPC TRFRET -2.8, TcdB inh 1.3 and BoNT A protease 0.7.
CCC(c1nnnn1C1CCCCC1)N1CCN(C2CCCC2)CC1 (stereo not given) was read as Anthrax LF prot -0.7, PfHsp40 rescue -1.6, BoNT F protease inconclusive, FadD28 binding -5.6, Yp Topo-I inh -1.6, CCHFV vOTU inh 14.1, PrPC TRFRET -4.3 and BoNT A protease -0.3.
For CCN1C(=O)C2(C(C#N)=C(N)Oc3c2c(C)nn3-c2ccccc2)c2ccccc21 (stereo not given) the results were Anthrax LF prot -3.0, PfHsp40 rescue 1.8, BoNT F protease -14.2, FadD28 binding -2.4, Yp Topo-I inh 11.7, TcdB inh 0.9 and BoNT A protease -1.5.
Screening Cc1c(NC(=O)CSc2nncn2-c2ccccc2)c(=O)n(-c2ccccc2)n1C returned Anthrax LF prot 1.0, PfHsp40 rescue 1.8, BoNT F protease 0.5, FadD28 binding 0.3, Yp Topo-I inh 2.4, CCHFV vOTU inh -5.7, PrPC TRFRET -9.0, TcdB inh 3.1 and BoNT A protease 5.4.
`Cc1ccc(CCNC(=O)C2CCN(S(=O)(=O)c3ccc4nc5c(c(C(=O)O)c4c3)CCCC5)CC2)cc1` gave Anthrax LF prot 3.1, PfHsp40 rescue -0.2, BoNT F protease -0.4, FadD28 binding -3.2, Yp Topo-I inh 1.4, CCHFV vOTU inh 15.8, PrPC TRFRET -10.7, TcdB inh 1.3 and BoNT A protease -1.0.
CC(C)(C)C(=O)Nc1ccc(N2CCCC2)cc1 was read as Anthrax LF prot -24.9, PfHsp40 rescue 0.2, BoNT F protease -39.3, FadD28 binding -4.2, Yp Topo-I inh 0.3, CCHFV vOTU inh 22.1, PrPC TRFRET -4.1 and BoNT A protease 0.0.
`Cc1ccc(C2=[N+]([O-])C3(CCCCC3=O)N(O)C2(C)C)cc1` (stereo not given) gave Anthrax LF prot 7.2, PfHsp40 rescue -0.7, BoNT F protease -3.9, FadD28 binding 0.2, Yp Topo-I inh 2.2, CCHFV vOTU inh 2.6, PrPC TRFRET -1.1 and BoNT A protease 0.3.
CCNC(=S)NNC(=O)c1cccnc1 was read as Anthrax LF prot -3.2, PfHsp40 rescue 0.0, BoNT F protease -17.2, FadD28 binding -0.3, Yp Topo-I inh 11.2, CCHFV vOTU inh 13.2, PrPC TRFRET -1.9 and BoNT A protease -1.3.
`CC(C#N)Sc1ncnc2sc3c(c12)CCC3` (stereo not given) gave Anthrax LF prot -2.5, PfHsp40 rescue -0.8, BoNT F protease -6.7, FadD28 binding -4.4, Yp Topo-I inh 17.4, CCHFV vOTU inh -1.7, PrPC TRFRET -5.3 and BoNT A protease -0.5.
For CC(C)NC(=O)C1CCN(C2CCN(C(=O)c3scc4c3CCCC4)CC2)CC1 the results were Anthrax LF prot 4.3, PfHsp40 rescue -1.5, BoNT F protease -0.4, FadD28 binding -0.1, Yp Topo-I inh 13.1, CCHFV vOTU inh 12.0, PrPC TRFRET 1.0, TcdB inh -1.0 and BoNT A protease 0.2.
COC(=O)CCCCCc1ccc(C(C)=O)s1 was read as Anthrax LF prot -0.5, PfHsp40 rescue -0.9, BoNT F protease -75.5, FadD28 binding -0.5, Yp Topo-I inh 7.3, CCHFV vOTU inh 5.4, PrPC TRFRET 62.5* and BoNT A protease -3.6.
`Cc1csc(SCC(=O)Nc2cc(C(C)(C)C)nn2-c2ccccc2)n1` gave Anthrax LF prot 5.2, PfHsp40 rescue -0.6, BoNT F protease -3.7, FadD28 binding -0.4, Yp Topo-I inh 29.2, CCHFV vOTU inh -7.9, PrPC TRFRET -0.4 and BoNT A protease -0.5.
For O=C(O)c1cccc(COc2ccc3c(c2)CCC3)c1 the results were Anthrax LF prot 0.9, PfHsp40 rescue 2.5, BoNT F protease -0.9, FadD28 binding -1.2, Yp Topo-I inh 1.9, CCHFV vOTU inh 11.1, PrPC TRFRET -7.0, TcdB inh -1.5 and BoNT A protease -0.5.
For CC(=O)OC[C@H]1O[C@@H](Oc2cc(O)cc3oc(-c4ccc(O)cc4)cc(=O)c23)[C@H](O[C@@H]2O[C@@H](C)[C@H](O)[C@@H](O)[C@H]2O)[C@@H](O)[C@@H]1O the results were Anthrax LF prot 13.8, PfHsp40 rescue -0.4, BoNT F protease 1.0, FadD28 binding 1.4, Yp Topo-I inh -10.6, CCHFV vOTU inh 13.3, PrPC TRFRET 8.0, TcdB inh 2.9 and BoNT A protease 0.8.
`Cc1ccc(C(=O)c2c(NC(=O)c3ccccc3C)sc(C)c2C)cc1` gave Anthrax LF prot -9.0, PfHsp40 rescue 0.2, BoNT F protease -12.7, FadD28 binding -4.8, Yp Topo-I inh -0.1, CCHFV vOTU inh 9.7, PrPC TRFRET 6.1 and BoNT A protease -1.5.
Screening O=C(NN=Cc1ccccc1O)NN=Cc1ccccc1O returned Anthrax LF prot -7.1, PfHsp40 rescue -0.9, BoNT F protease -7.7, FadD28 binding -4.2, Yp Topo-I inh 0.7, CCHFV vOTU inh -2.7, PrPC TRFRET -1.9, TcdB inh 1.2 and BoNT A protease -0.1.
For Cc1cccc(N2C(S)=C(C#N)C(=O)NC23CCCCC3)c1 the results were Anthrax LF prot -2.0, PfHsp40 rescue -1.8, BoNT F protease 1.8, FadD28 binding 0.8, Yp Topo-I inh -4.5, CCHFV vOTU inh -11.5, PrPC TRFRET 2.8, TcdB inh -0.9 and BoNT A protease -1.0.
Screening Nc1nc(=S)c2ncn(C3CCCC3)c2[nH]1 returned Anthrax LF prot -11.2, PfHsp40 rescue 0.3, BoNT F protease inconclusive, FadD28 binding -4.1, Yp Topo-I inh 7.9, CCHFV vOTU inh -9.3, PrPC TRFRET -4.8, TcdB inh 0.3 and BoNT A protease -1.1.
COc1cc(C2Nc3ccccc3C(=O)N2NS(C)(=O)=O)ccc1O (stereo not given) was read as Anthrax LF prot -14.2, PfHsp40 rescue 0.4, BoNT F protease -1.0, FadD28 binding -3.5, Yp Topo-I inh 5.0, CCHFV vOTU inh 8.0, PrPC TRFRET -8.4, TcdB inh -0.4 and BoNT A protease -0.6.
Screening Cc1ccccc1NC(=O)C1CC(=O)N(c2ccc3c4c(cccc24)CC3)C1 (stereo not given) returned Anthrax LF prot -4.9, PfHsp40 rescue 1.2, BoNT F protease -8.6, FadD28 binding -1.9, Yp Topo-I inh 17.0, CCHFV vOTU inh -5.6, PrPC TRFRET -3.9 and BoNT A protease -0.3.
For Cc1ccc(C(=O)O/N=C2/CC3CCC2(C)[C@@]3(C)CBr)cc1 (stereo not given in full) the results were Anthrax LF prot 1.7, PfHsp40 rescue 0.8, BoNT F protease -0.5, FadD28 binding -1.7, Yp Topo-I inh 1.0, CCHFV vOTU inh -0.8, PrPC TRFRET -3.2, TcdB inh -0.8 and BoNT A protease 0.6.
COc1ccccc1NC(=O)NC1CCCc2ccccc21 (stereo not given) was read as Anthrax LF prot 1.6, PfHsp40 rescue 0.0, BoNT F protease 13.3, FadD28 binding -0.9, Yp Topo-I inh -1.1, CCHFV vOTU inh 9.6, PrPC TRFRET -5.2, TcdB inh 1.0 and BoNT A protease 4.9.
`CC[n+]1c(/C=C2\C=C(C)CC(C)C2)sc2ccccc21` (stereo not given) gave Anthrax LF prot 2.3, PfHsp40 rescue -0.8, BoNT F protease -33.9, FadD28 binding 0.1, Yp Topo-I inh -14.2 and BoNT A protease 4.8.
`Cc1ccc(NC(=O)CSc2nc(C)c(Cc3ccccc3)c(=O)[nH]2)cc1` gave Anthrax LF prot -6.5, PfHsp40 rescue -0.1, BoNT F protease 1.7, FadD28 binding -0.7, Yp Topo-I inh 13.1, CCHFV vOTU inh 5.8, PrPC TRFRET -3.3, TcdB inh 0.1 and BoNT A protease -0.3.
CCOC(=O)C1CCN(C(=O)Cn2c(=O)oc3cc(S(=O)(=O)N4CCCC4)ccc32)CC1 was read as Anthrax LF prot -0.6, PfHsp40 rescue 1.5, BoNT F protease 3.0, FadD28 binding -0.4, Yp Topo-I inh -5.4, CCHFV vOTU inh 11.0, PrPC TRFRET 8.0, TcdB inh 1.7 and BoNT A protease -0.8.
`O=C(NCc1ccccc1Cl)C1CCN(C(=O)c2sccc2-n2cccc2)CC1` gave Anthrax LF prot -1.1, PfHsp40 rescue -0.2, BoNT F protease 6.1, FadD28 binding -4.7, Yp Topo-I inh 36.4, CCHFV vOTU inh -1.4, PrPC TRFRET -0.4, TcdB inh 2.5 and BoNT A protease 0.1.

Reprinted at random: 2 compounds from above
CCOC(=O)C1CCN(C(=O)Cn2c(=O)oc3cc(S(=O)(=O)N4CCCC4)ccc32)CC1 was read as Anthrax LF prot -0.6, PfHsp40 rescue 1.5, BoNT F protease 3.0, FadD28 binding -0.4, Yp Topo-I inh -5.4, CCHFV vOTU inh 11.0, PrPC TRFRET 8.0, TcdB inh 1.7 and BoNT A protease -0.8.
`CC[n+]1c(/C=C2\C=C(C)CC(C)C2)sc2ccccc21` (stereo not given) gave Anthrax LF prot 2.3, PfHsp40 rescue -0.8, BoNT F protease -33.9, FadD28 binding 0.1, Yp Topo-I inh -14.2 and BoNT A protease 4.8.
